# Bioassay records (PubChem)
# CaV13 FRET inh – Primary screen for inhibitors of IQ motif and Ca2+-dependent inactivation inhibitor domain binding in CACNA1D, Förster resonance energy transfer in living cells, …; HEK cells, CFP/YFP FRET ICDI-IQ, plate reader, 10 min; percent FRET-ratio fall versus neutral wells; inhibition, % at 12.3 µM; 340,000 tested, 0.098% active;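 active means mean replicate inhibition of at least 30% and at least 1% of replicates passing that level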;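 further: 0% = median of the neutral control wells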
# PDI turbidity – inhibitors of human PDI, primary screen, biochemical, turbidity, single point, plate reader | 350,000 tested, 0.052% active | PDI insulin aggregation turbidity, A650, 90 min | inhibition, % at 10 µM | Protein disulfide-isomerase (Homo sapiens), P07237;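 active means mean inhibition across replicates of 30% or more, whatever share of single replicates reach that level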;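 further: absorbance from insulin aggregation driven by PDI reduction with DTT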
# H9c2 protect – cardioprotection against H2O2-induced cell death, primary screen, uHTS, H9c2 cells, ATPLite luminescence | H9c2 cardiomyocytes, H2O2 injury protection, 2 h | protection from H2O2 cell death, % at 20 µM | 360,000 tested, 0.63% active;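 active means compounds giving at least 50% protection of heart cells from peroxide-induced death in the single-dose screen, raw or plate-pattern-corrected value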;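 further: 0% = DMSO wells with peroxide and 100% = DMSO wells without peroxide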
# m5-HT2A agonist – mouse Htr2a agonists via beta-arrestin recruitment, primary screen, cell-based, luminescence; CHO-K1 mHTR2A beta-arrestin complementation; percent of 30 µM serotonin response; 5-hydroxytryptamine receptor 2A (Mus musculus), P35363; activation, % at 7.6 µM; 360,000 tested, 0.66% active; AID 624169, 2012;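 active means activation above a run cutoff, the mean activation of all tested compounds plus 3 SD, cut at about 14% in these data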;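 further: 0% = plate median of compound wells and 100% = 30 µM serotonin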
# MC4R antagonist – MC4R antagonists of cAMP signaling, primary screen, cell-based, TR-FRET, antagonist arm of biased-ligand search. Melanocortin receptor 4 (Homo sapiens), P32245. MC4R-expressing cells, MTII-stimulated cAMP, LANCE TR-FRET. inhibition, % at 6.5 µM. 360,000 tested, 0.48% active. AID 540295, 2011;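 active means inhibition above its plate's cutoff, the mean of tested wells on that plate plus 3 SD, cut at about 29% in these data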;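 further: 0% = Melanotan II alone and 100% = Melanotan II plus saturating MCL0020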
#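 Assay system: human MC4R-expressing U2OS cells; reagent: Melanotan II stimulation of cells; dosing: 6.5 µM single dose; timing: compound 30 min, challenge 1 h, detection 1 h; signal: TR-FRET cAMP assay; replicates: one well per compound, no replicates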
# MC4R ag barr – MC4R agonists recruiting beta-arrestin, primary screen, cell-based, luminescence, agonist arm of biased-ligand search. U2OS MC4R beta-arrestin complementation; percent of melanotan II response, DMSO zero. AID 540308, 2011. 360,000 tested, 0.98% active. activation, % at 8.9 µM. Melanocortin receptor 4 (Homo sapiens), P32245;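 active means activation above a per-plate cutoff, the mean activation of sample wells on that plate plus 3 SD, cut at about 8% in these data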
# ABCB6 inh MLPCN – ABCB6 transporter inhibitors, primary screen, K562-ABCB6 cells, flow cytometry, MLPCN library | ATP-binding cassette sub-family B member 6 (Homo sapiens), Q9NP58 | K562-ABCB6 porphyrin accumulation, 1 h; hits give low values | fluorescence ratio to DMSO, % at 10 µM | 360,000 tested, 0.19% active;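 active means fluorescence ratio to DMSO below 75%, the collection mean minus 3 SD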;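 further: signal is porphyrin accumulated inside mitochondria; 100% equals median channel fluorescence of DMSO control wells; lower ratio means ABCB6 inhibition with less porphyrin fluorescence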
# Target sequence (Q9NP58 whole entry, looked up): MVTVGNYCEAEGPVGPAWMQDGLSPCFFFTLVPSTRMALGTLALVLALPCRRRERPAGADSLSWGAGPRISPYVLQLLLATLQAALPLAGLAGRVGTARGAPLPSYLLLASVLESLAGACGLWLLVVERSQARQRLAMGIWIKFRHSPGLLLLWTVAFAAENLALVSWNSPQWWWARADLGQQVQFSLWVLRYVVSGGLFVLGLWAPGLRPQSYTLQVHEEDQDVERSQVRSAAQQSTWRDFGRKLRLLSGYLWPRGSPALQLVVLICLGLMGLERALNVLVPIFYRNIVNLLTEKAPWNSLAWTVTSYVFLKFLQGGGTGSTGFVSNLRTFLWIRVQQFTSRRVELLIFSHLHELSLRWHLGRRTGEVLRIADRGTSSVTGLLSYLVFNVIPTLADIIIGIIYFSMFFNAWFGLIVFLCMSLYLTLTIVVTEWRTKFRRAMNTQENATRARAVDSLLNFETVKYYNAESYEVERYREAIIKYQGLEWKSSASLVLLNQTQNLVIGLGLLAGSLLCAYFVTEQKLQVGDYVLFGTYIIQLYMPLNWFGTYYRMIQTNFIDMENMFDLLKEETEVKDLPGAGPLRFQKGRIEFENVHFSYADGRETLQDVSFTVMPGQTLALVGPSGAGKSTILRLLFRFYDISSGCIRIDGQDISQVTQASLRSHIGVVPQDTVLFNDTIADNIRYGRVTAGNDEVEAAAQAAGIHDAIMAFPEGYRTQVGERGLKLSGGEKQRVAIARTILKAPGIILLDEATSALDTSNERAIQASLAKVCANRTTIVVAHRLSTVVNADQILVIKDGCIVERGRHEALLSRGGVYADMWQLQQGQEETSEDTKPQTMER
# aDG glyco up – activators of alpha-DG glycosylation, primary screen, uHTS, Pro5-aDG cells, AlphaScreen; alpha-DG glycosylation AlphaScreen (IIH6); 0% Pro5, 100% B10-LARGE cell signal; activation, % at 10 µM; 360,000 tested, 0.22% active;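 active means activation of at least 8% versus controls, or a plate z-score of at least 8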;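 further: Pro5 are CHO cells carrying HIG-tagged alpha-DG that lacks glycosylation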
# Glyco luc inh – increase of ERlucT glycosylation luciferase signal, primary screen, N-linked glycosylation inhibitor project, D54 ERlucT cells, luminescence, set 2. D54 ERlucT glycosylation luciferase reporter, 24 h; percent of 100 nM tunicamycin response. reporter increase, % at 12.5 µM. 360,000 tested, 0.23% active. AID 588692, 2011;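 active means mean luciferase reporter signal, scaled so untreated is 0 and the glycosylation-blocking control 100, at or above a set limit in every replicate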;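 further: luciferase carries N-glycosylation sites so blocking glycosylation raises the light; 0% = median of neutral control wells and 100% = median of 100 nM tunicamycin wells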
# Vif imaging – HIV Vif self-association inhibitors, primary screen, imaging, HEK293T, single point | HEK293T cells, Vif self-association by quenched fluorescence, 24 h | inhibition, % at 7.49 µM | 340,000 tested, 0.35% active; in the data active means inhibition above about 50%, passing the limit was not always enough; further: some results filed as inactive read as strong as hits
# * hit, by the source's call; · = no result given.
SMILES,CaV13 FRET inh,PDI turbidity,H9c2 protect,m5-HT2A agonist,MC4R antagonist,MC4R ag barr,ABCB6 inh MLPCN,aDG glyco up,Glyco luc inh,Vif imaging
Cc1cccc(Oc2ncc(-c3ccc(Cl)cc3)cn2)c1,1,-10,-4,0,2,0.3,89,0.0,-1,10
CC(C)CC1CC(C)(c2csc(NNC(=O)c3ccccc3)n2)OC1=O (stereo unspecified),-4,3,-10,1,7,-3.0,96,0.4,1,-2
O=C1CCC(C2CCc3cc(O)ccc3C2)C1 (stereo unspecified),-13,0,-4,0,-7,-1.9,99,0.0,3,1
NS(=O)(=O)c1ccc(CCNC(=O)C2CCCCN2S(=O)(=O)c2ccccc2)cc1 (stereo unspecified),-5,3,-3,7,0,-2.1,91,-0.1,0,-4
O=C(N/N=C/c1ccccc1)c1cccc2ccccc12,-5,-4,-5,0,-2,0.2,99,-0.1,3,-1
CC1(c2nnc(-c3ccc(F)cc3)o2)CC(c2ccccc2)=NO1 (stereo unspecified),-6,-3,0,0,-3,-2.0,97,0.5,2,-7
CC(Nc1ccccc1N1CCCCC1)C(=O)N1CCc2ccccc21 (stereo unspecified),-2,1,2,-2,4,-4.5,98,-0.1,-4,-6
C[C@@H]1CC=C[C@H]2[C@H]1C(=O)N(Cc1ccccc1)[C@H]2c1ccc(/C=C/c2ccccc2)cc1F,-8,-1,-26,-5,-3,-2.7,91,-0.5,-5,-3
Cc1cc2[nH]c(=O)c(=O)[nH]c2cc1S(=O)(=O)N1CCN(c2cccc(C)c2C)CC1,-11,·,-9,-2,5,4.7,103,0.3,-1,2
O=C(Cc1ccc(F)cc1)NC(Cc1c[nH]c2ccccc12)C(=O)O (stereo unspecified),-3,1,3,-17,22,-1.1,98,0.1,0,-12
CCOc1ccc(-n2ccnc2SCC(=O)Nc2nnc(CC)s2)cc1,-6,1,-2,0,1,1.7,80,0.3,0,-15
CNc1c(N)n(Cc2ccccc2)c(=O)[nH]c1=O,-4,-6,6,-4,7,-1.9,102,-0.1,3,-2
C[C@H](NC(=O)C1CCN(C(=O)[C@H](Cc2ccccc2)NC(=O)OC(C)(C)C)CC1)C(=O)O,-4,0,9,3,7,0.7,94,-0.1,0,-4
Nc1nc2c(nc(SCc3ccccc3Br)n2[C@@H]2O[C@H](CO)[C@@H](O)[C@H]2O)c(=O)[nH]1,-19,11,3,-4,2,-0.3,102,0.0,1,7
N/C(=N\O)c1ccccc1N1CCCCC1,-1,2,8,1,13,0.3,93,-0.1,3,1
CCc1nc(SCC(=O)Nc2ccnc3ccccc23)n[nH]1,·,-1,-10,3,-10,0.5,87,0.2,0,-8
CC1CCCC(NC(=O)COC(=O)CCC2CCCC2)C1C (stereo unspecified),-4,-9,5,1,14,0.5,90,-0.1,2,·
Cc1cc(C(=O)CS(=O)(=O)c2ccc(F)cc2)cc(C)c1O,-4,3,-1,3,8,0.3,96,-0.3,1,3
COCC(=O)N1CCC(n2nccc2NC(=O)c2ccccc2OC)CC1,-3,-2,12,-3,1,-0.8,107,0.0,2,6
COc1cccc(-c2cnc3c(NC(C)=O)cc(-c4cccc(C(=O)N(C)C)c4)cn23)c1,-7,-17,31,2,11,2.7,92,-0.2,5,2
Cc1nc(-n2ncc(C#N)c2N)c2c3c(sc2n1)CCC3,-6,2,-6,-3,8,-1.4,108,0.1,-3,-3
CSc1ncccc1C(=O)OCC(=O)NCCCc1ccccc1,-20,0,-11,0,15,-2.5,97,0.0,5,-4
CCCc1nnc(NC(=O)c2cccc(OC)c2)s1,-7,-3,7,-2,13,3.0,95,-0.1,0,-7
CC(=O)NC1=NN(C(C)=O)C(C)(CS(=O)(=O)c2ccc3ccccc3c2)S1 (stereo unspecified),-7,2,8,-3,5,3.4,96,0.1,0,6

# Grouped by structure: the compounds so far with a halogen (6)
SMILES,CaV13 FRET inh,PDI turbidity,H9c2 protect,m5-HT2A agonist,MC4R antagonist,MC4R ag barr,ABCB6 inh MLPCN,aDG glyco up,Glyco luc inh,Vif imaging
Cc1cccc(Oc2ncc(-c3ccc(Cl)cc3)cn2)c1,1,-10,-4,0,2,0.3,89,0.0,-1,10
CC1(c2nnc(-c3ccc(F)cc3)o2)CC(c2ccccc2)=NO1 (stereo unspecified),-6,-3,0,0,-3,-2.0,97,0.5,2,-7
C[C@@H]1CC=C[C@H]2[C@H]1C(=O)N(Cc1ccccc1)[C@H]2c1ccc(/C=C/c2ccccc2)cc1F,-8,-1,-26,-5,-3,-2.7,91,-0.5,-5,-3
O=C(Cc1ccc(F)cc1)NC(Cc1c[nH]c2ccccc12)C(=O)O (stereo unspecified),-3,1,3,-17,22,-1.1,98,0.1,0,-12
Nc1nc2c(nc(SCc3ccccc3Br)n2[C@@H]2O[C@H](CO)[C@@H](O)[C@H]2O)c(=O)[nH]1,-19,11,3,-4,2,-0.3,102,0.0,1,7
Cc1cc(C(=O)CS(=O)(=O)c2ccc(F)cc2)cc(C)c1O,-4,3,-1,3,8,0.3,96,-0.3,1,3

# Other structures.
SMILES,CaV13 FRET inh,PDI turbidity,H9c2 protect,m5-HT2A agonist,MC4R antagonist,MC4R ag barr,ABCB6 inh MLPCN,aDG glyco up,Glyco luc inh,Vif imaging
COc1ccccc1OCc1ccc(C(=O)Nc2cc(OC)c(OC)c(OC)c2)o1,-4,-4,17,5,22,0.3,96,0.0,2,-10
CCn1c(SCc2ccc(Cl)cc2)nnc1-c1ccccc1,-4,1,3,6,9,-0.3,96,0.3,0,-9
Cc1ccc(-c2nc(-c3ccccn3)no2)cc1[N+](=O)[O-],-5,-2,-11,-4,3,-1.8,103,0.0,-17,-8
NS(=O)(=O)c1ccc(CCNc2nn3c(-c4cccc(OC(F)(F)F)c4)cnc3s2)cc1,-6,-6,-18,-4,22,2.6,94,0.6,-7,-27
CCc1cc2c(=O)c(-c3cnn(-c4ccccc4)c3)c(C)oc2cc1OCC(=O)Nc1ccc(F)c(F)c1,-6,-4,0,0,6,0.4,100,-0.3,-1,-5
Cc1cccc(Oc2ccc(NC(=O)C3CC=CCC3C(=O)O)cc2)c1 (stereo unspecified),-4,4,2,-3,11,-0.2,96,0.9,2,3
O=C(NCc1ccco1)c1ccccc1NC(=O)C1CC(=O)N(c2ccc(Cl)cc2)C1 (stereo unspecified),-5,13,7,5,6,-2.6,98,0.0,-1,-11
Oc1cc(-c2ccncc2)cc2cccnc12,-5,-1,-1,-12,1,-3.1,102,0.0,-12,-3
COc1ccc2c(c1)[nH]c1c(=O)n(CCN3CCOCC3)cnc12,-6,10,1,-1,1,-0.6,93,0.0,1,-22
N#Cc1ncc(Cl)c2ccccc12,-2,-1,0,0,8,1.4,100,0.0,1,-12
COc1ccc(-n2nc(C(=O)Nc3ccc4c(c3)OCO4)c3c4ccccc4n(C)c3c2=O)cc1,-3,-8,2,6,6,-0.7,108,-0.4,1,·
CC(C)Nc1nnc(SC(C)C(=O)Nc2ccc(N3CCOCC3)cc2)s1 (stereo unspecified),-5,0,-1,2,9,-0.3,105,0.1,-3,47

# One compound at a time, as listed above:
# CCn1c(SCc2ccc(Cl)cc2)nnc1-c1ccccc1 across the screens: CaV13 FRET inh = -4; PDI turbidity = 1; H9c2 protect = 3; m5-HT2A agonist = 6; MC4R antagonist = 9; MC4R ag barr = -0.3; ABCB6 inh MLPCN = 96; aDG glyco up = 0.3; Glyco luc inh = 0; Vif imaging = -9
# COc1ccc2c(c1)[nH]c1c(=O)n(CCN3CCOCC3)cnc12 across the screens: CaV13 FRET inh = -6; PDI turbidity = 10; H9c2 protect = 1; m5-HT2A agonist = -1; MC4R antagonist = 1; MC4R ag barr = -0.6; ABCB6 inh MLPCN = 93; aDG glyco up = 0.0; Glyco luc inh = 1; Vif imaging = -22

# Continuation:
SMILES,CaV13 FRET inh,PDI turbidity,H9c2 protect,m5-HT2A agonist,MC4R antagonist,MC4R ag barr,ABCB6 inh MLPCN,aDG glyco up,Glyco luc inh,Vif imaging
O=C(N/N=C/c1c(Cl)cccc1Cl)c1n[nH]c2c1CCCC2,-15,-1,-3,5,9,-0.9,104,-0.3,-1,-2
CCCCCCn1cc(CN2CC(N3CCN(CCN(C)C)CC3)CS2(=O)=O)nn1 (stereo unspecified),-7,·,·,1,·,·,100,0.1,·,·
COC(=O)c1cccc(-c2ccc(/C=N/N3C(=O)C4C5C=CC(C6CC56)C4C3=O)o2)c1 (stereo unspecified),-6,5,13,0,2,-0.6,102,-0.3,1,0
Cc1cc(C)c(C)c(/C=C(/C#N)C(N)=S)c1C,-5,0,-6,2,13,0.7,96,0.1,0,1
CC1(C)C(=O)OC(c2cccs2)C2(CCCCC2)C1=O (stereo unspecified),·,-12,-6,-1,3,-1.8,97,-0.2,-1,-3
Cc1ccccc1NC(=S)N1CCCN(Cc2ccc(F)cc2)C1,-3,7,7,-7,4,-0.9,100,0.0,-2,15
C=Cc1ccc(CSc2cc(C)nc3nc(C)nn23)cc1,6,7,-1,1,6,-5.2,98,0.0,3,-3
CC(=O)c1cccc(NC(=O)Nc2nc(C)cc(C)n2)c1,·,6,4,-3,4,-1.5,98,-0.2,0,-6
Cc1ccccc1NC(=O)c1cccc(NC(=O)CCC(=O)O)c1,5,-3,-1,0,15,-3.8,96,-0.1,1,-14
CN(c1ccccc1)S(=O)(=O)c1cccc(NC(=O)c2ccc(=O)[nH]c2)c1,-3,9,-12,9,2,-1.4,97,-0.5,1,25
CCCC(=O)C1=C(O)C(C(=O)OC)C(C)(C)CC1=NC(C)C (stereo unspecified),-5,10,4,11,6,-0.7,113,0.3,2,-10
CC(=O)N1CCCc2cc(S(=O)(=O)N3CCN(C4CCCCC4)CC3)ccc21,-2,3,-4,5,-2,0.1,90,0.2,-1,-4
CCOC(=O)C(CC)(CC)C(=O)/C=C/c1ccc(OC)cc1,1,-2,8,0,11,2.9,101,0.1,-1,0
COc1ccc(NC(=O)CN(C)C(=O)c2cc(-c3ccc(Cl)cc3)nc3ccccc23)cc1,-7,-1,8,1,4,-1.6,97,-0.2,-2,8
COc1ccc(OC)c(N2C(=O)[C@@H]3C(c4ccccc4Cl)=NO[C@@H]3C2=O)c1,·,7,0,1,-1,-0.1,97,0.0,2,24
COc1cccc(C#Cc2c(CO)[nH]c3ccccc23)c1,-4,-11,-3,-2,1,1.8,108,1.0,-1,-2
